Artemis endo inh – Artemis (human) endonuclease inhibition | inhibition, % at 10 µM | Q96SD1 | recombinant Artemis, quenched FAM hairpin cleavage fluorescence | 0.78% of 30,000 active;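 active = at 10 µM dose, at least 30% inhibition, measured as corrected fluorescence normalized to stimulator and neutral control wells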
Target sequence (Q96SD1 whole entry, looked up): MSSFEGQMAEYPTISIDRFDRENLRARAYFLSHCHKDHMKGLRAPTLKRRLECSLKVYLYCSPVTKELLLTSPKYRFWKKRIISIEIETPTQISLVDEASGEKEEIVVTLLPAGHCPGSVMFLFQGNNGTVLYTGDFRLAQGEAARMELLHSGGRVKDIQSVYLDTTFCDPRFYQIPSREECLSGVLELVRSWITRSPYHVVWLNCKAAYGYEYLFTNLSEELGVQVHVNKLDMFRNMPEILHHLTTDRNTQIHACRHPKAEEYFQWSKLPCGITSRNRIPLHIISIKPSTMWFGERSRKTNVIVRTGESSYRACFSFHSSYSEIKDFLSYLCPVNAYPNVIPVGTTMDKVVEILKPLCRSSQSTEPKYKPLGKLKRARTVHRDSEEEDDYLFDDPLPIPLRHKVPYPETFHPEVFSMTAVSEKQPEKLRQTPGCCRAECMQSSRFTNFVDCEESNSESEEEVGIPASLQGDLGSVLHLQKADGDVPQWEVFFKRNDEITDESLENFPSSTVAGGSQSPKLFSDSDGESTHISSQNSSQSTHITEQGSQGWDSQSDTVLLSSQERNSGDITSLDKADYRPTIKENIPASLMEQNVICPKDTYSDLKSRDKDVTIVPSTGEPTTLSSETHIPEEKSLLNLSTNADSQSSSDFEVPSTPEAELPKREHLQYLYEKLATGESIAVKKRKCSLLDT
Numbers without * were called inactive. A portion of the library, so the mix of outcomes need not match the whole.

SMILES	Artemis endo inh
Cc1ccc(-c2cc(C(=O)NCCCn3ccnc3)c3cc(Br)ccc3n2)o1	31.0*
CCOC(=O)Nc1oc2ccccc2c(=O)c1CN1CCOCC1	1.8
Cn1c(=O)c2[nH]c(CN3CCN(Cc4ccccc4)CC3)nc2n(C)c1=O	-7.9
CC(C)N(CCO)C(=O)C(c1ccccc1)c1ccccc1	4.3
Cc1ccc(-c2nn(C(C)(C)C)c3ncnc(N)c23)cc1	1.4
CCn1c(SCC(=O)Nc2ccc(NC(=O)c3ccco3)cc2)nnc1-c1cccs1	2.8
O=C(c1ccc(NS(=O)(=O)c2cccc3cccnc23)cc1)N1CCOCC1	0.3
COc1ccc(/C=C(/NC(C)=O)C(=O)O)cc1	-4.9
Cc1ccc(NC(=O)Cn2c(=O)n(CCCCC(=O)NCc3ccco3)c(=O)c3ccccc32)cc1	3.1
COc1cc(/C=N\NC(=O)c2ccc(=O)[nH]n2)cc(OC)c1OC	-4.4
N#Cc1ccccc1NCc1ccccc1	-0.2
COCCNC(=O)NC(=O)COC(=O)C12CC3CC(CC(NC(C)=O)(C3)C1)C2	-6.7
O=C(Nc1cccc(F)c1)C1CCN(C(=O)Cc2ccccc2)CC1	-8.6
CCCC(c1nnnn1CCOC)N1CCN(C(=O)c2ccco2)CC1 (stereo unspecified)	-13.1
CCCCC1(Cc2ccc([N+](=O)[O-])cc2)C(=O)N(c2ccccc2)N(c2ccccc2)C1=O	10.3
O=C1O/C(=C\C(=O)N2CCOCC2)c2ccccc21	-4.1
Cc1ccc(OC(=O)c2ccc(Br)o2)cc1	-0.7
Cc1cc2c(cc(C(=O)O)n2C)s1	-6.4
CCC(=O)NC(=Nc1nc2ccccc2s1)NC(=O)CC	8.7
Cc1cc(C(=O)CCC(=O)N2CCN(S(=O)(=O)c3cccs3)CC2)c(C)s1	-6.1
CCOc1ccc(NC2=NC(C(=O)NCc3ccccc3)CC(=O)N2)cc1 (stereo unspecified)	-5.2
C=CCn1c(-c2ccc(S(=O)(=O)N3CCOCC3)cc2)csc1=Nc1ccccc1	3.2
COc1ccc(C(c2nnnn2Cc2ccc(F)cc2)N2CCN(c3ccccc3)CC2)cc1 (stereo unspecified)	11.7
CCOC(=O)c1ccc(N2CC(O)=C(c3nc4ccccc4c(=O)[nH]3)C2=N)cc1	9.0
CCOc1cc2c3c(c1)C1(OCCO1)C(=O)N3C(C)(C)CC2C (stereo unspecified)	-1.4
O=c1c2ccccc2nc2n1C(CSCc1ccc(Cl)cc1Cl)CS2 (stereo unspecified)	12.2
COc1ccc(NC(=O)C(NC(C)=O)C(=O)NCc2ccc(F)cc2)cc1 (stereo unspecified)	-6.2
CN(CCCNC(=O)c1cccc(N2CCCC2=O)c1)c1ccccc1	13.2
COc1ccc(N2C(=O)CC(NCc3cccs3)C2=O)cc1 (stereo unspecified)	4.0
CCOC(=O)c1sc(C)c2c1NC(c1ccc(Cl)cc1)NC2=O (stereo unspecified)	8.0
Cc1c(C(=O)N2CCCCC2)sc(NC(=O)C23CC4CC(CC(C4)C2)C3)c1C#N	6.6
COc1ccc(Cl)cc1N(C)C(=O)CCc1nc(-c2ccc(C)cc2)no1	7.0
Cc1ccc(O)c(NC(=S)NC(=O)c2ccc(-c3ccc(Cl)cc3)o2)c1	6.7
O=C(C1CCC(C(=O)N2CCCCC2)CC1)N1CCCCC1 (stereo unspecified)	2.2
O=C(Nc1ccccc1)c1cccc(N2CCCC2=O)c1	3.7
c1ccc(Cn2c(Nn3cnnc3)nc3ccccc32)cc1	4.0
CCOC(=O)c1c(C)c2c(n1C)CCC/C2=N\O	2.5
CCN1CCCC1CN(Cc1cc2cc(C)ccc2[nH]c1=O)C(=O)Nc1ccccc1OC (stereo unspecified)	16.9
C=CCNC(=O)C1CC(=O)N(c2ccc(OCC(=O)NCc3ccccc3)cc2)C1 (stereo unspecified)	-3.9
COc1cccc(-c2nnc(SCC(=O)N3CCOCC3)o2)c1	1.7
COc1ccc(N2CCN(c3ncnc4c3nnn4Cc3ccccc3Cl)CC2)cc1	2.5
CC(NC(=O)CNC(=O)OCc1ccccc1)C(=O)N1CC(O)CC1C(=O)OCc1ccccc1 (stereo unspecified)	8.0
CC(C)(C)C1=C(C#N)C(c2cc3c(cc2Br)OCO3)C(C#N)=C(N)O1 (stereo unspecified)	-6.1
CCOC(=O)N(C)c1ccc(C(O)(C(F)(F)F)C(F)(F)F)cc1	-9.0
O=C(Nc1nnc(CCN2CCCCC2)s1)C1CCCCC1	-2.9
CN(CC(=O)NCc1ccccn1)S(=O)(=O)c1ccc(Cl)cc1	-6.5
O=C(NCc1cccnc1)c1cccc2c1C(=O)N(C1CCCCC1)C2	0.4
CCOC(=O)c1nnc2cc(-c3ccccc3)nn2c1C	0.2
O=C(CN(Cc1ccco1)C(=O)CNS(=O)(=O)c1ccccc1)NCc1ccccc1	0.0
CC(C)NC(=O)NC(=O)COC(=O)Cc1ccsc1	-1.8
CCCCCOC(=O)C1=C(C)NC(=O)NC1c1ccccc1OCC (stereo unspecified)	4.2
Cc1cccc(C(=O)Nc2sc3c(c2C#N)CCCCC3)c1	-2.8
O=P(c1ccc2c(c1)OCCO2)(N1CCOCC1)N1CCOCC1	-0.3
O=C(C1CCCN(S(=O)(=O)c2cccc3nsnc23)C1)N1CC=C(c2ccccc2)CC1 (stereo unspecified)	10.9
CN(C(=O)CSc1nnc(NC2CCCCC2)s1)C1CCS(=O)(=O)C1 (stereo unspecified)	-0.7
CCC(=O)c1c[nH]c(C(=O)NCCCn2ccnc2)c1	-2.0
CCN(CCCNC(=O)CNC(=O)Cn1cnc2ccccc2c1=O)c1cccc(C)c1	-3.6
c1ccc(-c2nc3c(ccc4ccccc43)[nH]2)nc1	44.1*
CCc1c(C)nc2ncnn2c1N1CCCC(C(=O)Nc2cc(F)ccc2C)C1 (stereo unspecified)	-11.0
CC(=O)Nc1nc(CCC(C)C)cc2c1c(=O)oc1ccccc12	-2.6
Additional compounds
SMILES	Artemis endo inh
CCN1C=CC2=C(C#N)C(N)C(C#N)(C#N)C(c3ccccc3C(F)(F)F)C2C1 (stereo unspecified)	-0.7
COc1cc(S(=O)(=O)NC2CCCCC2)ccc1Cl	-4.8
CCOC(=O)Nc1sc2c(c1C#N)CCC(C)C2 (stereo unspecified)	4.3
CC(=O)N1CCN(c2ccc(NCc3cccs3)cc2)CC1	5.9
CCN1CCC(C(N)=O)CC1	0.3
CC1=C(C(N)=O)C(c2ccco2)C(C(N)=O)=C(C)N1	2.9
CC(C)COC(=O)NCC12C=CC(O1)C1C(=O)N(c3ccc(Cl)cc3)C(=O)C12 (stereo unspecified)	8.3
CCCOc1ccc([N+](=O)[O-])cc1C1NC(=S)NC(c2ccccc2)=C1C(=O)OCC (stereo unspecified)	9.3
CCOC(=O)Nc1ccc2c(c1)N(C(=O)N(C)C)c1ccccc1CC2	7.0
O=C(OCc1cc2ccccc2[nH]c1=O)C1CCCO1 (stereo unspecified)	-3.0
COc1cccc(-n2c(CNC(=O)OC(C)(C)C)n[nH]c2=S)c1	-3.2
Cc1ccc(C(=O)NCCN2CCCC2)cc1	-6.8
COC(=O)C1C2C=CC3(CN(CCc4ccccc4)C(=O)C13)O2 (stereo unspecified)	1.3
Cc1ccc(CNC(=O)C(=O)NCC2CCCO2)cc1 (stereo unspecified)	1.2
Cc1cc(-c2[nH]nc3c2C(c2ccsc2)C(C#N)=C(N)O3)c(C)s1 (stereo unspecified)	7.6
COc1ccc(C(=O)NCCc2c[nH]c3ccccc23)cc1S(=O)(=O)N1CCOCC1	0.9
CSc1ccccc1-c1nnc(-c2ccc(Cl)cc2Cl)o1	-2.3
FC(F)(F)c1cccc(NC(=S)NCc2ccccc2)c1	-6.5
Cn1c(=O)[nH]c(=O)c2c1nc(N1CCOCC1)n2CCCSc1ncccn1	-2.6
CCOC(=O)c1c(N)sc2c1C1CCN2CC1	-10.1
CCOC(=O)N1CCN(Cc2nc3c(c(=O)n(C)c(=O)n3C)n2Cc2cccc3ccccc23)CC1	1.2
C=CCn1c(NCc2ccc3c(c2)OCO3)nc2ccccc21	-5.8
CC(=O)c1ccc(Nc2nc(NCCO)nc(OC(C(F)(F)F)C(F)(F)F)n2)cc1	-0.1
CCCc1cc(=O)oc2cc(OCC(=O)N(C)C)c(Cl)cc12	19.9
O=c1[nH]c(CN(CCO)CCO)nc2c1C1(CCCCC1)Cc1ccccc1-2	-0.9
CCc1ccc(C(C(=O)NC(C)(C)CC)N(Cc2ccco2)C(=O)Cn2nnc3ccccc32)cc1 (stereo unspecified)	11.0
CCC(=O)Nc1ccc(NC(=O)CN2CCCC(C)C2)c(Cl)c1 (stereo unspecified)	-1.7
O=C(c1ccncc1)N1CCN(C(=O)c2cccc3ccccc23)CC1	4.9
C=CCn1c(SCC(=O)Nc2ncc(Cc3cc(Cl)ccc3Cl)s2)nnc1-c1ccncc1	-1.3
COc1ccc(C(=O)N2CCN=C2SC)cc1OC	-5.9
COc1ccc(C(=O)Nc2cc(OCc3ccccc3)c(Cl)cc2Cl)cc1	-11.9
Cc1ccccc1C(=O)Nc1nc(=S)ss1	5.6
C=CCSc1nccc(-c2cc(Cl)sc2Cl)n1	1.2
COc1ccc(CC(=O)Nc2c3c(nn2-c2cccc(Cl)c2)CS(=O)C3)cc1 (stereo unspecified)	6.4
COc1ccc(CN(C(=O)c2cnccn2)C(C(=O)Nc2ccc(F)cc2)c2ccccc2)cc1 (stereo unspecified)	1.4
CC(=O)Nc1ccc(NC2=CC(=O)CC(C)(C)C2)cc1	-3.5
CCOC(=O)c1ccc(NC(=O)CCn2nnc3ccccc32)cc1	2.7
Cc1ccc2c(=O)cc(C(F)F)oc2c1	8.5
CN(C)S(=O)(=O)c1cccc(C(=O)NCc2cccs2)c1	-6.7
O=C(CN1CCOCC1)NCC12CC3CC(CC(C3)C1)C2	6.4
CC(C)Oc1ccc(C(=O)NCc2ccco2)cc1	7.2
Cc1nc2cncc(Br)c2n1C	10.2
CCOC(=O)C1=NNC2C(=O)N(C3CCCCC3)C(=O)C12 (stereo unspecified)	0.1
Cc1ccc(C(=O)C2C(c3ccc(-c4ccccc4[N+](=O)[O-])o3)NC(=O)NC2(O)C(F)(F)F)cc1 (stereo unspecified)	15.3
Cn1c(=O)c2[nH]c(NCCCN3CCOCC3)nc2n(C)c1=O	-11.9
CCOC(=O)c1ccc(NC(=O)C2(c3ccc(Cl)cc3)CCCC2)cc1	1.9
COc1ccccc1CNC(=O)C(=O)NCC1CCCO1 (stereo unspecified)	-7.1
CC(=O)NS(=O)(=O)c1cccnc1Nc1ccc(Cl)cc1	-3.6
O=C(O)CCC(=O)Nc1ccc(N2CCOCC2)cc1	-1.9
O=C(CCCC(=O)Nc1cccnc1)Nc1cccnc1	-6.1
COC(=O)c1cc(C)nc(N)c1C#N	8.3
Cc1ccc(N2C(=O)C3C(C2=O)C(C(=O)c2ccc(Cl)cc2)N2CCCC32)cc1 (stereo unspecified)	5.1
Cc1cc(C)nc(SCc2nnc(SCC(=O)Nc3nc(-c4ccccc4)cs3)n2-c2ccccc2)n1	12.3
COc1ccc(/C(O)=C2\C(=O)C(=O)N(c3cc(C)on3)C2c2ccccc2OC)cc1 (stereo unspecified)	4.8
COc1cccc(-c2nn(C)c3sc(C(=O)N4CCN(c5ccccc5)CC4)cc23)c1	14.3
CCCN1C(=O)C(O)(C/C(C)=N/O)c2ccccc21 (stereo unspecified)	-5.4
Cc1ccc(S(=O)(=O)c2c(C)nn(C(C)(C)C)c2OC(=O)c2ccc(Br)o2)cc1	2.7
CC(C)(C)n1ncc2c(=O)n(CC(=O)Nc3ccc(Cl)cc3)cnc21	-3.5
COc1ccc(C(=O)NCC2OCCc3ccccc32)cc1 (stereo unspecified)	3.0
CCC1(C)Cc2c(sc3nc(SC)nc(N)c23)CO1 (stereo unspecified)	-3.5

Taken from the results shown (16 entries):
SMILES	Artemis endo inh
Cc1ccc(C(=O)C2C(c3ccc(-c4ccccc4[N+](=O)[O-])o3)NC(=O)NC2(O)C(F)(F)F)cc1 (stereo unspecified)	15.3
Cn1c(=O)c2[nH]c(NCCCN3CCOCC3)nc2n(C)c1=O	-11.9
CCOC(=O)c1ccc(NC(=O)C2(c3ccc(Cl)cc3)CCCC2)cc1	1.9
COc1ccccc1CNC(=O)C(=O)NCC1CCCO1 (stereo unspecified)	-7.1
CC(=O)NS(=O)(=O)c1cccnc1Nc1ccc(Cl)cc1	-3.6
O=C(O)CCC(=O)Nc1ccc(N2CCOCC2)cc1	-1.9
O=C(CCCC(=O)Nc1cccnc1)Nc1cccnc1	-6.1
COC(=O)c1cc(C)nc(N)c1C#N	8.3
Cc1ccc(N2C(=O)C3C(C2=O)C(C(=O)c2ccc(Cl)cc2)N2CCCC32)cc1 (stereo unspecified)	5.1
Cc1cc(C)nc(SCc2nnc(SCC(=O)Nc3nc(-c4ccccc4)cs3)n2-c2ccccc2)n1	12.3
COc1ccc(/C(O)=C2\C(=O)C(=O)N(c3cc(C)on3)C2c2ccccc2OC)cc1 (stereo unspecified)	4.8
COc1cccc(-c2nn(C)c3sc(C(=O)N4CCN(c5ccccc5)CC4)cc23)c1	14.3
CCCN1C(=O)C(O)(C/C(C)=N/O)c2ccccc21 (stereo unspecified)	-5.4
Cc1ccc(S(=O)(=O)c2c(C)nn(C(C)(C)C)c2OC(=O)c2ccc(Br)o2)cc1	2.7
CC(C)(C)n1ncc2c(=O)n(CC(=O)Nc3ccc(Cl)cc3)cnc21	-3.5
COc1ccc(C(=O)NCC2OCCc3ccccc32)cc1 (stereo unspecified)	3.0

New compounds follow
SMILES	Artemis endo inh
O=C(O)c1ccn(Cn2cnc3ccccc32)n1	-10.5
CN(/C(=N\S(=O)(=O)c1ccccc1)C(F)(F)F)c1ccccc1	-5.0
Cc1ccc(-n2nc(C(=O)c3ccccc3)n3c(=O)cc(-c4ccccc4)nc23)cc1	3.0
COc1ccc(N2CCN(C(=O)c3ccc4c(c3)OCO4)CC2)cc1	-4.7
CCOP(=O)(c1c(F)c(F)c(F)c(F)c1F)C(O)c1ccccc1 (stereo unspecified)	6.7
COc1ccc(S(=O)(=O)N(C)CC(=O)N2CCCCC2)cc1Cl	12.1

Random excerpt: two compounds from above, in no set order.
SMILES	Artemis endo inh
CCOP(=O)(c1c(F)c(F)c(F)c(F)c1F)C(O)c1ccccc1 (stereo unspecified)	6.7
COc1ccc(S(=O)(=O)N(C)CC(=O)N2CCCCC2)cc1Cl	12.1

From PubChem
